# D2 antag = HTS Assay for Allosteric Antagonists of the Human D2 Dopamine Receptor: Primary Screen for Antagonists. 2% of 340,000 active. inhibition, % at 10 µM. D(2) dopamine receptor (Homo sapiens), P14416. AID 485344, 2010. HEK293 TREx D2 cells, calcium flux, dopamine EC80; in the data active means inhibition above about 30%; further: 0% is about no effect
# Target sequence (P14416 whole entry, looked up): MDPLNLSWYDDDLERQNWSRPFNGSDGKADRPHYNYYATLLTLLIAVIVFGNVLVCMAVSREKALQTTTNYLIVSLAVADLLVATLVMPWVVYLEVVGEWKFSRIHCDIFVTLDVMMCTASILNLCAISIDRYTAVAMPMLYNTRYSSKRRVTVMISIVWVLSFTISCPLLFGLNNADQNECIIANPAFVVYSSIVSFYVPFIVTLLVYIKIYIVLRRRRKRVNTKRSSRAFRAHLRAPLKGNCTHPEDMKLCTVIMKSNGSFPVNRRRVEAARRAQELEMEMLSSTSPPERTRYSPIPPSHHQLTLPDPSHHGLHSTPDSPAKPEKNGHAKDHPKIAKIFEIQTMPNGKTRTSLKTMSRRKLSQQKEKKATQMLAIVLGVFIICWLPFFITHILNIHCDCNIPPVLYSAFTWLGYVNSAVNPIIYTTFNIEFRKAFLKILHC
#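 Measurement of antagonist activity uses fluorescent calcium dye in inducible HEK293 T-REx D2 cells: 10 s baseline, compound addition with 180 s read, EC80 dopamine addition with a further 180 s read.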
# D1 PAM = Potentiators of Human D1 Dopamine Receptor: qHTS | D(1A) dopamine receptor (Homo sapiens), P21728 | HEK293 TREx D1 cells, calcium flux, dopamine EC20 potentiation | potentiation, % at 10 µM | 0.036% of 360,000 active | AID 504651, 2011; in the data active means potentiation above about 30%; further: 0% is about no effect
# Target sequence (P21728 whole entry, looked up): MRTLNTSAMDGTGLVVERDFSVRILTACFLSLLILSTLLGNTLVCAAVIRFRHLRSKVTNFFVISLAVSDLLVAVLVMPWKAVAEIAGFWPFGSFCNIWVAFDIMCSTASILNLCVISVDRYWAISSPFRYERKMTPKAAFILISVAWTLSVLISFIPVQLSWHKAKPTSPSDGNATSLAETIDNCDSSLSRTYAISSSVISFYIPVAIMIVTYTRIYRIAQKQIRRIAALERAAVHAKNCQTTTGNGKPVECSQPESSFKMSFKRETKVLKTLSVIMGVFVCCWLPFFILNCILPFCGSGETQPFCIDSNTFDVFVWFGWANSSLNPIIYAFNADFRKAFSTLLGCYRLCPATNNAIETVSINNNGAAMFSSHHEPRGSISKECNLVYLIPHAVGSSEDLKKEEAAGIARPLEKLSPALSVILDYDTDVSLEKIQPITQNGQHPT
# D2 PAM = HTS Assay for Positive Allosteric Modulators of the Human D2 Dopamine Receptor: Primary Screen for Potentiators; HEK293 T-REx D2, calcium flux, EC20 dopamine potentiation; potentiation, % at 10 µM; 0.34% of 340,000 active;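 active means potentiation over 3 SD above the plate norm, cut at about 30% in these data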; further: 0% is about no effect
#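 Cells plated with tetracycline inducer and held overnight at 30 C; calcium dye loaded 30–90 min at room temperature; baseline taken, compound added and read 180 s; EC20 dopamine then added and read 180 s.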
# TRHR PAM = qHTS for Small Molecule Agonists and Allosteric Enhancers of Human TRH Receptor: Primary Screen for Enhancers; Thyrotropin-releasing hormone receptor (Homo sapiens), P34981; 0.66% of 360,000 active; TRHR cells, fluo-8 calcium fluorescence, EC20 TRH enhancement; enhancement, % at 2 µM; in the data active means enhancement above about 30%; further: 0% is about no effect
#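 Enhancer read-out: after compound pinning and an initial kinetic agonist-mode read, an EC20 of TRH (10 nM final) was injected and fluo-8 calcium signal (Ex 480/Em 530) followed at 1 s/cycle for 100 cycles in TRHR-expressing cells.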
# D2 ag = HTS Assay for Allosteric Agonists of the Human D2 Dopamine Receptor: Primary Screen for Agonists; 0.53% of 340,000 active; D(2) dopamine receptor (Homo sapiens), P14416; AID 485358, 2010; HEK293 T-REx D2 cells, calcium flux agonist mode; activation, % at 2 µM;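 active means activation over 3 SD above normal in the single-dose calcium agonist read, cut at about 30% in these data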; further: 0% is about no effect
#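 In this primary screen, compounds producing a positive calcium signal within 180 s of addition to tetracycline-induced, force-coupled HEK293 Trex D2 cells are flagged; cells are dye-loaded with a no-wash calcium kit beforehand.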
# D1 ag = Allosteric Agonists of the Human D1 Dopamine Receptor: qHTS; D(1A) dopamine receptor (Homo sapiens), P21728; HEK293 T-REx D1 cells, calcium flux, agonist mode; activation, % at 2 µM; 1% of 360,000 active; further: 0% is about no effect
#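 Agonism was scored from calcium flux recorded over 180 s (1 read/s) after pintool compound addition, following a 10-cycle baseline. Cells were inducible force-coupled HEK293 TREx D1, plated overnight at 30 C and loaded with no-wash calcium dye.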
# TRHR agonist = qHTS for Small Molecule Agonists and Allosteric Enhancers of Human TRH Receptor: Primary Screen for Agonists. Thyrotropin-releasing hormone receptor (Homo sapiens), P34981. TRHR cells, calcium flux fluo-8, FDSS agonist mode. activation, % at 2 µM. 0.18% of 360,000 active. AID 493084, 2011; further: 0% is about no effect
#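 In this calcium-flux screen, cells bearing human TRHR are dye-loaded with fluo-8, baselined for 10 cycles, then exposed to library compounds; positive kinetic calcium responses during the agonist phase mark hits, with TRH as control.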
# D1 antag = Antagonist of Human D 1 Dopamine Receptor: qHTS | AID 504652, 2011 | D(1A) dopamine receptor (Homo sapiens), P21728 | 3.2% of 360,000 active | activity change, negative = inhibition, % at 10 µM | HEK293 TREx D1 cells, calcium flux, dopamine EC80; stronger effect = lower value; in the data active means activity change below about -30%; further: on the % scale 0 is the no-effect control and ±100 the full control effect
#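 Cells carrying a force-coupled, tetracycline-inducible human D1 receptor report calcium flux. Each well gets a 10 s baseline, compound with 180 s monitoring, then an EC80 dopamine stimulus with a second 180 s kinetic read.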
# RXFP1 antagonist = qHTS Assay for Antagonists of the Relaxin Receptor RXFP1; AID 1259400, 2018; Relaxin receptor 1 (Homo sapiens), Q9HBX9; activity change, negative = inhibition, % at 57.5 µM; 0.59% of 350,000 active; HEK293-RXFP1, relaxin-stimulated cAMP HTRF, 30 min; stronger effect = lower value;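 active means activity change of -60% or lower, but not beyond a set lower limit; inconclusive means change between -60% and -40%, or beyond the set limit; inactive means change above -40%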; further: on the % scale 0 is the no-effect control and ±100 the full control effect
# Starred values were filed as active, the others as inactive; ? = inconclusive; / = not tested or not shown. Unless noted, no stated cut-off is given here; in the data, active means activation above about 30%; inactive means the rest.
# A first look, 4 compounds:
SMILES,D2 antag,D1 PAM,D2 PAM,TRHR PAM,D2 ag,D1 ag,TRHR agonist,D1 antag,RXFP1 antagonist
COc1cccc(NC(=O)CN(C)C(=O)c2c(-c3c(F)cccc3Cl)noc2C)c1,20,/,3,-1,-0.6,11,0.0,6,4
Cc1onc(-c2c(F)cccc2Cl)c1C(=O)N=C(N)N1CC(C)OC(C)C1 (stereo not drawn),/,-5,/,-1,/,1,0.6,-21,-7
COc1cccc(C2=CC(=O)CC(C)(C)C2)c1OC,-7,-2,-5,-2,0.1,-1,-0.5,-2,/
O=c1n(Cc2ccccc2)nc2n1-c1cc(Cl)ccc1OC2,/,-2,-4,-2,1.0,0,-2.4,9,/

# Main list, repeating the preview:
SMILES,D2 antag,D1 PAM,D2 PAM,TRHR PAM,D2 ag,D1 ag,TRHR agonist,D1 antag,RXFP1 antagonist
COc1cccc(NC(=O)CN(C)C(=O)c2c(-c3c(F)cccc3Cl)noc2C)c1,20,/,3,-1,-0.6,11,0.0,6,4
Cc1onc(-c2c(F)cccc2Cl)c1C(=O)N=C(N)N1CC(C)OC(C)C1 (stereo not drawn),/,-5,/,-1,/,1,0.6,-21,-7
COc1cccc(C2=CC(=O)CC(C)(C)C2)c1OC,-7,-2,-5,-2,0.1,-1,-0.5,-2,/
O=c1n(Cc2ccccc2)nc2n1-c1cc(Cl)ccc1OC2,/,-2,-4,-2,1.0,0,-2.4,9,/
CC(CN1CCN(C)CC1)OC(=O)c1ccccc1Cl (stereo not drawn),9,0,-8,-8,0.2,4,0.3,3,2
COC(=O)CNC(=O)COC(=O)/C=C/c1ccc2ccccc2n1,5,-1,8,2,0.8,3,0.5,4,0
O=C(CSCc1cccc(Br)c1)N1CCOCC1,2,-1,3,0,0.5,2,-0.3,6,-5
O=c1c(-c2cccc(Cl)c2)c[nH]n1-c1ccccc1,-2,-3,-1,-1,1.1,7,0.7,0,-26
CCOc1ccc2nc(N3CCC(C(=O)Nc4nnc(CC)s4)CC3)sc2c1,-1,12,-8,-1,-0.1,17,0.0,44,/
COc1ccc(C(=O)Nc2c3c(nn2C(C)(C)C)CS(=O)(=O)C3)cc1OC,35*,10,14,9,0.3,2,1.8,0,-29
CCOc1cc(C)c(Cl)cc1S(=O)(=O)NCc1ccco1,5,-4,5,11,-0.1,1,1.1,-2,-1
CSCCC(NC(=O)c1ccc(Cl)cc1)C(=O)OCC(C)=O (stereo not drawn),32*,4,-4,6,1.1,3,0.4,11,-9
CCN(CC)S(=O)(=O)c1ccc(C(=O)NNC2=NS(=O)(=O)c3ccccc32)cc1,9,6,4,-2,0.9,2,-0.1,-5,-3
CCOC(=O)c1c(NC(=O)c2cc3nc(-c4ccc(OC)cc4)cc(C(F)(F)F)n3n2)sc2c1CCC(C)C2 (stereo not drawn),/,1,7,1,/,1,0.4,-25,8
CCCC(=O)Nc1nc2c(C)c(Cl)ccc2s1,0,-1,-1,5,0.0,6,0.4,-19,-5
Cc1ccc(Nc2c(-c3ccc(O)cc3)nc3cccc(C)n23)cc1,/,-2,5,6,0.2,-1,-1.3,28,-34
COc1cccc(CCc2nnc(CCC(=O)NC(C)c3c(C)nn(C)c3C)o2)c1 (stereo not drawn),0,-1,8,6,0.3,1,3.2,9,-2
O=C(NC(N1CCOCC1)C(Cl)(Cl)Cl)c1ccc(F)cc1 (stereo not drawn),-2,-9,16,-3,0.4,2,0.2,0,-1
CN(c1ncnc2c1c(-c1ccccc1)cn2-c1ccc(F)cc1)C1CCCCC1,/,0,-1,-3,-1.0,-2,0.1,-1,6
CC(=O)N(/N=C/c1ccc([N+](=O)[O-])o1)c1nc2ccccc2c(=O)n1-c1ccccc1,23,-4,5,8,8.7,1,0.3,0,0
COc1ccc(C(O)(C2CCCCC2)C(CN2CCOCC2)c2ccccc2)cc1 (stereo not drawn),-14,4,16,2,0.1,1,0.4,29,-90*
CC1(NC(=O)Cc2csc(-c3cccc(Cl)c3)n2)CCS(=O)(=O)C1 (stereo not drawn),-50,-5,17,-4,-0.1,0,-0.1,-7,-3
COc1ccc(CCNC(=O)COC(=O)COc2ccc(C#N)cc2)cc1,-29,-4,9,19,0.2,-3,-0.9,6,-9
COc1ccc(N2CCN(C(=O)c3cc(-c4ccc(F)cc4)[nH]c3C)CC2)cc1,6,-7,3,3,0.3,2,1.1,1,-5
CCN(C(=O)CSc1nncs1)c1c(N)n(Cc2ccccc2)c(=O)[nH]c1=O,-9,-7,-8,-5,1.0,4,0.5,5,-22
Cc1ccc(S(=O)(=O)N2CCOCC2)cc1NC(=O)COC(=O)c1cc[n+]([O-])cc1,7,0,-1,-1,-1.4,3,0.2,0,-1
COc1cc2c(cc1OC)C(COc1ccc3c(C)cc(=O)oc3c1)N(C(=O)Cc1ccc(F)cc1)CC2 (stereo not drawn),/,-1,3,6,0.0,1,0.0,-5,-9
COc1ccc(NC(C)=O)cc1NS(=O)(=O)c1ccc2c(c1)OCCO2,-35,2,-3,4,0.2,1,0.1,7,7
CCC(c1nnnn1C(C)(C)C)N1CCN(C(=O)c2ccco2)CC1 (stereo not drawn),/,-3,-1,-8,/,1,0.8,-10,-11
COC(=O)Cc1ccc2c3ccccc3n(C)c2c1,3,-2,-3,0,-0.2,0,0.1,3,-1
COc1cccc(NC(=O)CSc2nn3c(=O)c(C)nnc3s2)c1,-7,7,6,-2,0.0,2,0.1,-6,-5
CN(C(=S)Nc1ccccc1)c1ccccc1,-10,0,5,2,1.9,6,0.3,41,-3
CC(C)(C)NC(=O)CSc1nncn1NCc1c(Cl)cccc1Cl,-6,-1,-8,-2,0.7,2,-0.4,14,-1
CCn1c(CN2CCCCC2)nc2cc(NC(=O)COc3cc(C)ccc3C(C)C)ccc21,/,-1,/,-2,-1.4,4,0.3,-1,-4
CC(C)(C)NC(=O)CN(Cc1ccc2c(c1)OCO2)C(=O)CCC(=O)Nc1nccs1,11,-5,14,36*,0.0,1,0.3,-9,2
CCN(CC)C(=O)Cn1cc(SCC(=O)Nc2cccc(F)c2)c2ccccc21,/,-2,1,2,0.5,-2,0.0,7,0
CC(=O)N1CCC(N2CCN(c3ccccc3F)CC2)CC1,71*,-8,-20,-3,75*,5,-0.2,-9,24
CC(=O)c1sc(NC(=O)COc2ccc(Cl)cc2C)nc1C,12,-1,-1,2,1.1,2,0.6,-5,-27
COc1ccccc1NC(=O)c1nn(-c2ccc(OC(F)(F)F)cc2)ccc1=O,-4,0,-2,-1,-1.1,1,0.0,0,1
Cc1ccc(-n2nnnc2SCC(=O)NC(=O)Nc2ccc3c(c2)OCCO3)cc1,10,3,-7,4,-1.5,1,-0.7,2,-16
CSCCC(NC(=O)C1CCC(C)CC1)C(=O)NCCN1CCOCC1 (stereo not drawn),-13,1,9,4,0.1,-1,-0.2,11,-3
Fc1ccc(N2CCN(Cc3cn[nH]c3-c3ccccc3)CC2)cc1,-4,-1,-14,11,6.0,19,2.3,28,0
COc1ccc(/C=C2\N=C(c3ccccc3)NNC2=O)cc1,-7,6,3,-2,-0.4,2,-1.4,12,-15
O=C1Nc2ccccc2/C1=C/c1ccccc1F,2,-5,0,2,-1.8,2,1.5,-2,-8
Nc1cc(N)nc(SCCc2ccccc2)n1,47*,5,-1,2,1.3,5,0.0,9,6
COc1ccc(/C=N/Nc2ncnc3c2[nH]c2ccccc23)c(OC)c1OC,/,-2,7,-4,/,5,-0.3,-5,1
O=C(Nc1ccc(N2CCOCC2)cc1)C1CC1,-15,-2,/,-2,0.7,2,2.3,9,4
COCCC(=O)N1CCC(Oc2ccc(C(=O)NC(C)CCn3cccn3)cc2)CC1 (stereo not drawn),-10,-1,3,-8,-0.6,1,0.9,13,-3
Cc1nc(N2CCOCC2)c(C#N)c2c1COC(C)(C)C2,-6,-5,33*,6,0.2,0,0.4,-11,-28
O=C(NC1CCCCC1)c1nn2c(C(F)(F)F)cc(-c3ccco3)nc2c1Br,/,-5,/,0,/,2,0.4,-4,-5
# Next compounds follow.
SMILES,D2 antag,D1 PAM,D2 PAM,TRHR PAM,D2 ag,D1 ag,TRHR agonist,D1 antag,RXFP1 antagonist
Cc1ccc(NC(=O)CSc2nnc(-c3ccc(S(=O)(=O)N4CCOCC4)cc3)n2C)cc1,-15,-1,3,-4,-2.0,9,-3.2,-8,-11
Cn1c(=O)cc(C(=O)N/N=C/c2ccc(Cl)cc2)[nH]c1=O,-7,-2,-2,-8,-0.3,2,0.0,-24,-35
C=C(C)CC(Nc1ccc(OC)cc1)c1ccco1 (stereo not drawn),-6,2,2,-3,-2.0,3,-0.1,-4,?
CCn1c(=O)c2sccc2n(CC(=O)NCCC2=CCCCC2)c1=O,6,-1,-9,-3,-0.6,1,-0.5,2,3
Cc1nnc(N/N=C/C2CC=CCC2)[nH]c1=O (stereo not drawn),-1,-2,-15,-2,-0.9,-1,0.6,-1,-72*
COc1cnc(-c2cccc(C(F)(F)F)c2)[nH]c1=O,6,11,-5,8,1.1,0,0.1,-18,-10
COc1cc(NC(=O)CCCn2c(=S)[nH]c3ccccc3c2=O)cc(OC)c1OC,7,-6,3,-3,-0.5,0,-0.2,12,?
Cc1c([N+](=O)[O-])c(C(=O)NC2CCCC2)nn1C,5,3,5,2,-0.5,8,-0.2,27,-5
Clc1ccc(OCc2nn3c(-c4ccco4)nnc3s2)cc1,-4,-7,3,12,0.4,0,-1.5,-3,-2
Cc1nc2ccc(C(=O)NCc3ccc4c(c3)OCO4)cc2s1,-18,-6,8,5,0.1,7,-0.9,-3,-8
CCC(=O)Nc1nc2ccc3nc(C)sc3c2s1,-8,-6,-2,6,-0.5,0,-0.3,6,/
O=S(=O)(O)c1cccc(N=Nc2c(O)ccc3ccccc23)c1,-8,8,4,0,0.6,2,-0.4,-7,7
COc1ccc(CC(=O)Nc2c3c(nn2-c2cccc(Cl)c2)CS(=O)(=O)C3)cc1,13,-3,-1,-6,-0.5,3,-0.3,3,-6

# Three compounds from above, arranged by molecular weight, lowest first:
SMILES,D2 antag,D1 PAM,D2 PAM,TRHR PAM,D2 ag,D1 ag,TRHR agonist,D1 antag,RXFP1 antagonist
CN(c1ncnc2c1c(-c1ccccc1)cn2-c1ccc(F)cc1)C1CCCCC1,/,0,-1,-3,-1.0,-2,0.1,-1,6
Cc1ccc(-n2nnnc2SCC(=O)NC(=O)Nc2ccc3c(c2)OCCO3)cc1,10,3,-7,4,-1.5,1,-0.7,2,-16
COc1cc(NC(=O)CCCn2c(=S)[nH]c3ccccc3c2=O)cc(OC)c1OC,7,-6,3,-3,-0.5,0,-0.2,12,?

# From PubChem BioAssay
